Compound activity from PubChem.
Hsp70 act = Hsp70 transcriptional activation, primary screen | HeLa Hsp70 promoter luciferase reporter, luminescence; scaled: vehicle 0, proteasome-inhibitor control 100% | hit rate 0.04% among 200,000 | activation, % at 10 µM;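 active = activation above the mean across all tested compounds plus 3 SD, cutoff set per campaign, cut at about 5.5% in these data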;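 also: 100% = MG132 at 30 µM as the positive control and 0% = DMSO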
Redox H2O2 prof = compounds producing H2O2 with reducing agent – biochemical, NIH compound library profiling, artefact control for MLSCN library redox annotation, primary screen; DTT-dependent redox cycling H2O2, phenol red/HRP absorbance; 100% = 100 µM peroxide control, 0% = buffer; activation, % at 10 µM; hit rate 0.03% among 200,000; AID 878;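 active = activation of at least 50% relative to the plate's high and low controls in the primary single-dose screen; inactive = activation below 50%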;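 also: compound incubated with DTT at 0.8 mM final as the reducing agent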
FLuc stim CS = firefly luciferase counter-screen for stimulation assays. 200,000 tested, under 10 active. activation factor at 10 µM. P08659. ATPlite luciferase biochemical, luminescence, 10 min; 0 = ATP-free wells, 1 = DMSO control;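 active = luciferase activation factor, scaled between plate controls, of at least 2 with compound at 10 µM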
Target sequence (P08659 whole entry, looked up): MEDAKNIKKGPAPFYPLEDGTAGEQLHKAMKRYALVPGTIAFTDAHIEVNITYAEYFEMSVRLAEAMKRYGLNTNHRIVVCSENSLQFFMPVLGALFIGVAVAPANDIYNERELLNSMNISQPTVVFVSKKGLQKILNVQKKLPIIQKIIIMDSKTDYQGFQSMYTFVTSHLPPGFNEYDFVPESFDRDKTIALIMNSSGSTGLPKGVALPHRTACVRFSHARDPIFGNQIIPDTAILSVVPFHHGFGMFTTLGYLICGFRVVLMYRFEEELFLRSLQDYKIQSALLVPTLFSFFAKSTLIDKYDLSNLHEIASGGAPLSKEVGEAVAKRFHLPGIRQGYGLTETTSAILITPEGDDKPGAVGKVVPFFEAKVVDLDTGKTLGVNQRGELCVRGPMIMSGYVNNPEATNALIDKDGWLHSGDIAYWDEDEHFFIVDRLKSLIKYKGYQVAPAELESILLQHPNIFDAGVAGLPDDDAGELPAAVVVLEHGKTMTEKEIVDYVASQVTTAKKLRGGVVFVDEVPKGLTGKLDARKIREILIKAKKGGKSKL
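Assay system: Luciferase/luciferin detection reagent, cell-free biochemical luciferase assay / Also added: ATP substrate / Schedule: 10 min at ambient temperature / Measured by: luminescence measurement of luciferase light output / Benchmarks: low control with PBS replacing ATP, high control enzyme plus ATP without compound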
G6PDH counter = counter-screen for G6PDH assay hits: L. mesenteroides G6PDH inhibition; hit rate 0.12% among 200,000; Purified L. mesenteroides G6PDH, diaphorase/resazurin coupled fluorescence, 45 min; inhibition, % at 5 µM; AID 1020; in the data active = inhibition above about 50%
APP transl inh = APP translation inhibition. SH-SY5Y APP 5'UTR-luciferase reporter, luminescence. inhibition, % at 2 µM. hit rate 0.82% among 190,000;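 active = inhibition above a set limit, derived from the sample mean plus 3 SD, cut at about 45% in these data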; also: values of inactives mirror those of a sister screen read the other way
STAT1 activator = activators of IFN-gamma induced STAT1 signaling; NIH 3T3 STAT1-luciferase reporter, luminescence; 100% = IFN-gamma alone, no compound; activation (% of control), % at 5.5 µM; hit rate 2.6% among 200,000;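 active = activation above the screen-wide mean activation plus 3 SD, cut at about 130% in these data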;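 also: raw ratio to IFN-gamma control signal so 100% means no change and 0% no light; values of inactives mirror those of a sister screen read the other way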
Efa HMGR inh = E. faecalis class II HMG-CoA reductase inhibition; purified E. faecalis HMGR, NADPH absorbance 340 nm kinetic; inhibition, % at 10 µM; hit rate 0.41% among 190,000; AID 1066;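 active = inhibition above a set limit, the median over all tested compounds plus 3 SD, cut at about 9.5% in these data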;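 also: enzyme runs in reverse so mevalonate oxidation gives rising NADPH absorbance; 0% = complete reaction with DMSO and 100% = background rate lacking mevalonate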
APP 5'UTR act = activates APP 5'UTR luciferase reporter; SH-SY5Y APP 5'UTR luciferase reporter, luminescence; zero percent = DMSO vehicle wells; activation, % at 2 µM; hit rate 1% among 190,000; AID 1276;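 active = activation above a set limit, based on mean plus 3 SD of controls, cut at about 140% in these data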; also: values of inactives mirror those of a sister screen read the other way
NF-kB neuron act = raises NF-kB expression in human neuronal cells; fold change at 12.5 µM; hit rate 1.6% among 190,000; NF-kB reporter expression; active compounds read high; in the data active = fold change above about 3.3
FLuc inhib CS = Photinus pyralis luciferase inhibition counter-screen. P08659. ATPLite firefly luciferase biochemical luminescence, 10 min. inhibition, % at 10 µM. hit rate 1.5% among 200,000;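 active = inhibition above about 50% when tested at 10 µM, limit read from the data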
* hit, by the source's call; x = no result given. This is a random part of the collection (roughly 5.3% active in at least one column).

SMILES | Hsp70 act | Redox H2O2 prof | FLuc stim CS | G6PDH counter | APP transl inh | STAT1 activator | Efa HMGR inh | APP 5'UTR act | NF-kB neuron act | FLuc inhib CS
CN(Cc1nc(-c2ccncc2)no1)S(=O)(=O)c1ccccc1 | -0.5 | -4.6 | 1 | 36.2 | -4.6 | 96.7 | -0.1 | 4.6 | 0.94 | 4.5
CCCCN(C(=O)CSc1nncn1-c1ccccc1)c1c(N)n(Cc2ccccc2)c(=O)[nH]c1=O | -0.3 | -0.2 | 1.1 | 14.7 | x | 100.7 | -1.4 | x | 1.18 | -9.1
CCN(CC)c1nc(SCC(=O)O)nc(N(CC)CC)n1 | -0.2 | 0.5 | 1 | -7.8 | -2.9 | 87.1 | -7.5 | 2.9 | 1.19 | -4.9
O=[N+]([O-])c1ccc(-c2cn(-c3ccc(Cl)cc3)c(=S)[nH]2)cc1 | -0.2 | 0.1 | 1.1 | -7.7 | -21.3 | 110.3 | -3.6 | 21.3 | 1.06 | -7.1
CCC1=NN(C(=O)Cc2ccc([N+](=O)[O-])cc2)C(O)(c2ccncc2)C1 (centres undefined) | -0.1 | -1.9 | 1.1 | 8.0 | -22.3 | 91.3 | -9.5 | 22.3 | 1.12 | -5.0
CCOC(=O)C1CCCN(C(=O)c2cn(C)c3ccc(S(=O)(=O)N(C)C)cc3c2=O)C1 (centres undefined) | -0.1 | 0.4 | 1.1 | 7.8 | -6.2 | 104.6 | -3.0 | 6.2 | 1.44 | -9.0
Cc1cccc(NC(=O)C2CCCN(S(=O)(=O)c3cccc4nonc34)C2)c1 (centres undefined) | -0.2 | 0.2 | 1 | 3.3 | 14.3 | 100.7 | -5.6 | -14.3 | 1.7 | -2.7
COCCn1c(C)cc(C(=O)COC(=O)c2ccc3c(c2)NC(=O)CS3)c1C | -0.5 | -0.3 | 0.9 | -1.1 | 1.4 | 122.8 | -7.0 | -1.4 | 0.91 | 11.8
CC(=O)Nc1cccc(NC(=S)Nc2cccc(Cl)c2C)c1 | 0.1 | 0.1 | 0.9 | -0.2 | -3.8 | 94.9 | -8.5 | 3.8 | 1.43 | 5.6
C[C@H](NC(=O)c1nc[nH]c1C(=O)N[C@H](C)c1ccccc1)C(=O)OC(C)(C)C | 0.0 | 0.5 | 1 | 3.7 | -20.6 | 97.4 | -2.7 | 20.6 | 0.54 | -3.9
CN(C)C(=O)N1CCCC(C(=O)NCc2ccc(F)cc2Cl)C1 (centres undefined) | -0.1 | -1.7 | 1 | 9.5 | -3.5 | 102.0 | 2.6 | 3.5 | 0.88 | 0.6
CCOC(=O)c1c(-c2ccc(OC)cc2)csc1NC(=O)C1CCCO1 (centres undefined) | -0.2 | 0.0 | 1.1 | 10.9 | 17.3 | 93.2 | -5.1 | -17.2 | 0.74 | -6.4
CCCCOC(=O)Nc1nnc(COc2ccccc2)s1 | -0.2 | 0.3 | 1 | -2.0 | 11.7 | 99.1 | -0.4 | -11.7 | 1.18 | 0.4
COCCNC(=O)c1ccc(C(=O)NCCOC)s1 | -0.5 | 3.0 | 1 | -4.7 | -10.7 | 96.8 | -2.5 | 10.7 | 1.23 | -3.5
CC(C)(CNC(=O)c1cc(=O)[nH]c2ccccc12)N1CCOCC1 | -0.5 | 0.2 | 1 | -2.5 | 17.4 | 91.6 | -4.7 | -17.4 | 1.01 | -2.9
NC(=O)CN1C(=O)C2C3C=CC(C3)C2C1=O (centres undefined) | -0.5 | 0.0 | 1 | 42.2 | -4.3 | 108.2 | -0.6 | 4.3 | 1.19 | 0.2
Cc1ccc2ncc([N+](=O)[O-])n2c1 | -0.4 | -4.6 | 1.1 | 12.9 | -13.2 | 103.7 | -1.0 | 13.2 | 0.94 | -8.3
CCCN1/C(=C2/SC(=S)N(CC)C2=O)C=Cc2ccccc21 | -0.2 | 1.7 | 1 | -4.8 | 2.4 | 94.9 | 5.0 | -2.4 | 1.05 | 3.7
COc1ccccc1NC(=O)c1ccc(NC(=O)COC(=O)CCC2CCCC2)cc1 | -0.3 | 1.1 | 1 | -2.2 | -15.7 | 98.3 | -3.0 | 15.7 | 0.86 | 2.5
CC1CCCN(C(=S)Nc2ccc3nc4n(c(=O)c3c2)CCCCC4)C1 (centres undefined) | -0.1 | -0.3 | 1.1 | -14.8 | 16.5 | 90.3 | -0.3 | -16.5 | 1.27 | -6.4
CCc1nnc(NC(=O)C2CC(=O)N(Cc3ccccc3)C2)s1 (centres undefined) | 0.1 | -1.9 | 1.1 | -1.5 | -18.2 | 98.1 | 0.7 | 18.2 | 1.11 | -7.0
COc1cccc(CC2(CO)CCCN(Cc3cnn(-c4ccccc4)c3)C2)c1 (centres undefined) | -0.3 | 0.2 | 1 | 8.9 | -5.4 | 91.8 | -6.2 | 5.4 | 1.12 | -4.1
Cc1ccc(NC(=O)C(C)N2CCCC2)cc1Cl (centres undefined) | -0.1 | -0.4 | 1.1 | 1.5 | -13.6 | 97.6 | 4.3 | 13.6 | 1.1 | -5.5
Clc1ccc(Cl)c(OCCN2CCOCC2)c1 | 0.2 | 0.8 | 1 | -2.9 | -9.9 | 99.5 | -0.2 | 9.9 | 1.11 | 0.6
C/C(=N\N=C1\NC(=O)C(CC(=O)Nc2ccc(C)c(Cl)c2)S1)C(C)C (centres undefined) | 0.2 | -1.3 | 1 | 7.0 | 9.2 | 101.5 | 0.9 | -9.2 | 0.92 | 4.4

Three entries from above, arranged by formula weight, rising:
SMILES | Hsp70 act | Redox H2O2 prof | FLuc stim CS | G6PDH counter | APP transl inh | STAT1 activator | Efa HMGR inh | APP 5'UTR act | NF-kB neuron act | FLuc inhib CS
Cc1ccc2ncc([N+](=O)[O-])n2c1 | -0.4 | -4.6 | 1.1 | 12.9 | -13.2 | 103.7 | -1.0 | 13.2 | 0.94 | -8.3
Clc1ccc(Cl)c(OCCN2CCOCC2)c1 | 0.2 | 0.8 | 1 | -2.9 | -9.9 | 99.5 | -0.2 | 9.9 | 1.11 | 0.6
C[C@H](NC(=O)c1nc[nH]c1C(=O)N[C@H](C)c1ccccc1)C(=O)OC(C)(C)C | 0.0 | 0.5 | 1 | 3.7 | -20.6 | 97.4 | -2.7 | 20.6 | 0.54 | -3.9

Returning to the listing; the 2 compounds before the break are reprinted first.
SMILES | Hsp70 act | Redox H2O2 prof | FLuc stim CS | G6PDH counter | APP transl inh | STAT1 activator | Efa HMGR inh | APP 5'UTR act | NF-kB neuron act | FLuc inhib CS
Clc1ccc(Cl)c(OCCN2CCOCC2)c1 | 0.2 | 0.8 | 1 | -2.9 | -9.9 | 99.5 | -0.2 | 9.9 | 1.11 | 0.6
C/C(=N\N=C1\NC(=O)C(CC(=O)Nc2ccc(C)c(Cl)c2)S1)C(C)C (centres undefined) | 0.2 | -1.3 | 1 | 7.0 | 9.2 | 101.5 | 0.9 | -9.2 | 0.92 | 4.4
O=C(Oc1cccnc1)c1ccc(Cl)c(Cl)c1 | -0.4 | 0.1 | 1.1 | -7.4 | -3.4 | 95.1 | -5.7 | 3.4 | 0.9 | -5.7
O=C(CSc1ccc(-c2ccccn2)nn1)N1CCCCC1 | 0.1 | -0.2 | 1 | 7.2 | -18.3 | 110.8 | -3.0 | 18.3 | 1.73 | -3.3
CCn1c(CNC(=O)c2cccs2)n[nH]c1=S | 0.1 | -0.1 | 1 | 7.6 | -6.5 | 96.3 | 0.6 | 6.5 | 0.92 | -2.1
O=C(N/N=C/c1ccc(Br)o1)c1cncc(Br)c1 | -0.3 | -0.5 | 1 | 8.8 | -5.8 | 98.3 | -2.7 | 5.8 | 1.18 | -0.6
COc1ccc(CN(C(=O)c2ccco2)c2ccc(Br)cc2)cc1OC | -0.3 | -0.3 | 1.1 | 11.7 | -8.1 | 99.0 | 4.4 | 8.1 | 0.86 | -8.3
COc1ccc(O[C@@H]2O[C@H](COC(C)=O)[C@@H](OC(C)=O)[C@H](OC(C)=O)[C@H]2NC(C)=O)cc1 | -0.6 | -0.1 | 1.1 | -3.4 | 8.8 | 98.7 | 2.1 | -8.8 | 1.4 | -6.2
Cc1ccc(SCCNC(=S)Nc2cc(C)cc(C)c2)cc1 | -0.2 | 0.1 | 1.1 | 2.4 | -9.7 | 104.2 | 0.7 | 9.7 | 1.65 | -7.5
NS(=O)(=O)c1ccc(NC(=S)Nc2ccc(C(=O)N3CCCCC3)cc2)cc1 | -0.1 | -1.1 | 1 | 7.8 | -20.1 | 91.1 | -0.1 | 20.1 | 1.01 | -4.3
Cc1ccc(C(=O)c2coc3ccc(O)c(CN4CCN(C)CC4)c23)cc1 | 0.0 | 1.4 | 1.1 | -1.5 | -16.9 | 99.4 | 1.8 | 16.9 | 1.65 | -5.5
O=C(/C=C/c1ccco1)Oc1cc(Br)cc(/C=N/NC(=O)c2ccccc2O)c1 | -0.3 | 0.3 | 1 | -21.0 | 63.7* | 105.2 | 2.0 | -63.7 | 1.1 | -0.3
Fc1ccc(Cn2nnnc2CN2CCN(C3CCCCC3)CC2)cc1 | 0.1 | -0.1 | 1.1 | -2.3 | -1.1 | 105.8 | -4.5 | 1.1 | 1 | -10.1
CCOc1ccc(CCNC(=O)CCCN2C(=O)c3ccccc3C2=O)cc1OCC | 0.2 | 2.2 | 1.1 | -1.7 | -10.3 | 108.3 | -2.4 | 10.3 | 0.98 | -5.0
CCN(CC)S(=O)(=O)c1cccc(NC(=O)CSc2nc3ccccc3[nH]2)c1 | -0.2 | -1.7 | 1.1 | 7.5 | 23.8 | 84.2 | 4.3 | -23.8 | 0.87 | -10.4
O=C(c1cc(COc2c(F)cccc2F)on1)N1CCc2ccccc2C1 | 0.0 | -0.1 | 1.1 | 9.0 | -9.6 | 99.8 | 0.1 | 9.6 | 1.24 | -9.4
Cn1ccs/c1=N\S(=O)(=O)c1ccc(C(C)(C)C)cc1 | 0.1 | 0.1 | 1 | 0.1 | 5.9 | 100.9 | -1.8 | -5.9 | 1.31 | -2.9
Cc1onc(-c2ccccc2Cl)c1C(=O)NCCCN1CCOCC1 | -0.4 | -0.1 | 1.1 | 10.3 | -6.5 | 96.0 | -6.2 | 6.5 | 1.26 | -7.2
COC(=O)Nc1ccc(S(=O)(=O)N2CCN(C)CC2)cc1 | -0.1 | -0.1 | 1.1 | 1.9 | 0.9 | 101.2 | -3.6 | -0.9 | 0.96 | -5.3
O=C1N(Cc2cccnc2)C[C@@H]2C[C@@H](c3cccc(C(F)(F)F)c3)N3CCC[C@@]123 | 0.2 | 0.5 | 1.1 | 16.5 | -10.2 | 102.8 | 0.3 | 10.2 | 0.81 | -7.5
Cc1c(Cl)c([N+](=O)[O-])nn1CC(=O)N1CCCc2ccccc21 | -0.2 | -0.4 | 1.1 | 0.1 | -3.1 | 99.1 | -0.5 | 3.1 | 0.81 | -6.0
CCOc1ccc(NC(=O)Nc2ccc(Br)cn2)cc1 | 1.3 | -0.8 | 1 | 5.3 | -49.5 | 145.1* | 1.0 | 49.5 | 1.86 | -4.5
Nc1c(C(=O)NCc2ccco2)sc2nc(N3CCOCC3)c3c(c12)CCCC3 | 0.0 | 0.1 | 1.1 | 1.9 | 0.4 | 92.9 | 2.1 | -0.4 | 0.58 | -7.4
Cc1onc(-c2ccccc2)c1C(=O)NC(=S)Nc1sc2c(c1C#N)CCC(C)C2 (centres undefined) | -0.5 | 0.6 | 1 | 3.6 | -12.6 | 95.4 | -9.3 | 12.6 | 1.49 | -3.0
CSc1cccc(NC(=S)N2CCC(N(C)C3CCCCCC3)CC2)c1 | -0.1 | -0.9 | 1.1 | 6.7 | 17.1 | 91.9 | -2.2 | -17.1 | 0.97 | -9.7
